Assay outcomes from PubChem.
GluA2 TARP mod: modulators of GluA2-stargazin AMPA receptor complexes, primary screen, cell-based, membrane potential dye; Voltage-dependent calcium channel gamma-2 subunit (Mus musculus) + Glutamate receptor 2 …; HEK293 GluA2+stargazin, membrane potential dye (FDSS), glutamate EC50; hits were called plate by plate, in both directions; calls only at 30 µM; 3.5% of 40,000 active;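 active = any of four per-well response measures lying three or more SD from its plate-wide compound average, in either direction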
Target sequence (O88602 whole entry, looked up): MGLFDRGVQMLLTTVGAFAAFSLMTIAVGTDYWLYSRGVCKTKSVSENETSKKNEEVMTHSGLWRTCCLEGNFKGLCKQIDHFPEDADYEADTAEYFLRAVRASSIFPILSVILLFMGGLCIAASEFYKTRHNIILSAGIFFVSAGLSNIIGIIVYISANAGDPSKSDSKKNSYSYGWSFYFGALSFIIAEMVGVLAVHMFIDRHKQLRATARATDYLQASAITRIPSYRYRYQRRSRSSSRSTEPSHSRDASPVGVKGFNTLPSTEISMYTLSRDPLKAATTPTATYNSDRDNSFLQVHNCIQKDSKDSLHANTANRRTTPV
Target sequence (P19491 whole entry, looked up): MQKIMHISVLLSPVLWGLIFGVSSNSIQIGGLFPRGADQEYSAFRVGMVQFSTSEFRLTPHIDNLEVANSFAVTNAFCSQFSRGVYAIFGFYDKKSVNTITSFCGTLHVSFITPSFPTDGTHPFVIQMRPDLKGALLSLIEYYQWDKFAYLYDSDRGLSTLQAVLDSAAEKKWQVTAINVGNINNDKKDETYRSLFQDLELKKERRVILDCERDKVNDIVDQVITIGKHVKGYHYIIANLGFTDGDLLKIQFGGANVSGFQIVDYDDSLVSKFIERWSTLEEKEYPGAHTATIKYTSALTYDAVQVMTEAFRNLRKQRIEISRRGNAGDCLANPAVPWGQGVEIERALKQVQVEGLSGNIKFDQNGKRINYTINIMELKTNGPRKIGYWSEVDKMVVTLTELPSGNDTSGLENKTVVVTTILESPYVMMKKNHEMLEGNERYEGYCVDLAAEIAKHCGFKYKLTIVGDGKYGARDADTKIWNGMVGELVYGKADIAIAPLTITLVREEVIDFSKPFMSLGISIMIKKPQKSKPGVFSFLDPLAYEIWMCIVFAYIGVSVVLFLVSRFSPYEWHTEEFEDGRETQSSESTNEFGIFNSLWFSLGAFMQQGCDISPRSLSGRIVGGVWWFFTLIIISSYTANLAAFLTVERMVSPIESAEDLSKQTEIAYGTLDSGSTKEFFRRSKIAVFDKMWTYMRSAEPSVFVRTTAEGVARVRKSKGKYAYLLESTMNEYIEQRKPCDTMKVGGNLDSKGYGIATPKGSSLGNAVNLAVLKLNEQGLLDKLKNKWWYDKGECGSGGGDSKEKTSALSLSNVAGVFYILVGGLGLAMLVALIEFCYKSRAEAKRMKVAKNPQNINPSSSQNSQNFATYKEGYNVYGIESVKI
GluA2 TARP mod agonism max-min: second read-out of GluA2 TARP mod, no call of its own (marks repeat the call); compound max-min signal; compound-alone response (agonism);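 unitless range of fluorescence divided by baseline over first 100 seconds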
GluA2 TARP mod glutamate slope: recorded beside GluA2 TARP mod, whose call it bears; glutamate slope, % of max; measured here: glutamate response slope, % max;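 scaled per plate between vehicle wells and maximal 1 mM glutamate control wells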
An asterisk follows results filed as active; i = inactive; + = active, no number; & = joins results of further samples.

GluA2 TARP mod agonism max-min	GluA2 TARP mod glutamate slope	structure	GluA2 TARP mod
0.075	55	O=C(COc1ccccc1)N(Cc1ccco1)c1nc2c(F)cccc2s1	i
0.098	56	Cc1cc(NC(=O)C(=O)Nc2nc3ccccc3s2)ccc1N1CCCC1=O	i
0.077	60	Cc1ccc(NC(=O)COc2ccc3ccccc3c2)cc1N1CCCCC1=O	i
0.085	62	COc1ccc2c(c1)CCN(C(=O)C1CN(c3nc4c(C(F)(F)F)cccc4s3)C1)C2	i
0.094	45	COc1ccc(C(=O)Nc2ccc(N3CCCCC3=O)c(C)c2)c(OC)c1	i
0.1	45	CC(C)Cn1c(=O)c2ccc(C(=O)NC(C)C)cc2n2c(SCC#N)nnc12	i
0.08	65	Cc1nc(NCCC2=CCCCC2)nc(N2CCOCC2)c1[N+](=O)[O-]	i
0.059	39	COc1ccc(N2CCCn3c2nc2c3c(=O)n(CC(C)C)c(=O)n2C)c(OC)c1	i
0.072	37	O=C(Cc1cccs1)N1CCN(C(=O)c2ccco2)CC1	i
0.099	60	NC(=O)C1Cc2ccccc2N1C(=O)c1ccccc1Cl (stereo not drawn)	i
0.05	48	COc1ccc(S(=O)(=O)N2CCOC23CCN(S(C)(=O)=O)CC3)cc1	i
0.087	25	COC(=O)Cn1c(=O)c2c(nc3n(-c4ccc(C(F)(F)F)cc4)c(C)c(C)n23)n(C)c1=O	i
0.081	56	CC(=O)c1ccc(NC(=O)Cn2nc3c(cc2=O)CCCC3)cc1	i
0.16	61	Cc1nn(C2CCS(=O)(=O)C2)c(C)c1CC(=O)Nc1nc2ccc(Cl)cc2s1 (stereo not drawn)	i
0.07	46	CSc1ccccc1C(=O)Nc1nnc(-c2cc(C)n(C)n2)o1	i
0.079	25	CCCN1C(=O)NC2(CCN(S(=O)(=O)c3cc(C(C)(C)C)ccc3OC)CC2)C1=O	i
0.15	59	CCCCc1ccc(N2CC(C)Cn3c2nc2c3c(=O)n(C)c(=O)n2C)cc1 (stereo not drawn)	i
0.15	56	CSc1nc2ccc3nc(NC(=O)C4CCCCN4S(C)(=O)=O)sc3c2s1 (stereo not drawn)	i
0.048	59	Cc1cccc2sc(N(CCN3CCOCC3)C(=O)c3coc4ccccc4c3=O)nc12	i
0.099	43	COc1ccccc1CCNC(=O)CCc1sc(C)nc1-c1cccs1	i
0.066	55	Cn1ccnc1N1CCN(C(=O)c2cccc(C(F)(F)F)c2)CC1	i
0.031	30	CC(C)(C)n1ncc2c(=O)n(NC(=O)c3cccc(C(F)(F)F)c3)cnc21	i
0.064	62	O=C(CSc1nnc2c(=O)n(-c3cccc(F)c3)ccn12)NCCc1ccccc1	i
0.097	52	COc1cn(CC(=O)Nc2ccc(C)c(Cl)c2)c(CSc2ccc(C)cc2)cc1=O	i
0.12	68	COc1cccc(CCNC(=O)CCc2csc(NC(=O)c3ccco3)n2)c1	i

Reprinted from the part before: 7 compounds, then new ones.
GluA2 TARP mod agonism max-min	GluA2 TARP mod glutamate slope	structure	GluA2 TARP mod
0.048	59	Cc1cccc2sc(N(CCN3CCOCC3)C(=O)c3coc4ccccc4c3=O)nc12	i
0.099	43	COc1ccccc1CCNC(=O)CCc1sc(C)nc1-c1cccs1	i
0.066	55	Cn1ccnc1N1CCN(C(=O)c2cccc(C(F)(F)F)c2)CC1	i
0.031	30	CC(C)(C)n1ncc2c(=O)n(NC(=O)c3cccc(C(F)(F)F)c3)cnc21	i
0.064	62	O=C(CSc1nnc2c(=O)n(-c3cccc(F)c3)ccn12)NCCc1ccccc1	i
0.097	52	COc1cn(CC(=O)Nc2ccc(C)c(Cl)c2)c(CSc2ccc(C)cc2)cc1=O	i
0.12	68	COc1cccc(CCNC(=O)CCc2csc(NC(=O)c3ccco3)n2)c1	i
0.049	48	CCOC(=O)Cn1c(C)cn2c3c(=O)[nH]c(=O)n(C)c3nc12	i
0.063	56	CCc1cccc2sc(N(CCN3CCOCC3)C(=O)c3ccc([N+](=O)[O-])cc3)nc12	i
0.064	58	CC(=O)Cn1c(=O)c2c(nc3n2CCCN3c2ccc(Br)cc2)n(C)c1=O	i
0.15	49	Cc1cccnc1NC(=O)c1c[nH]c2c(Cl)cccc2c1=O	i
0.11	67	COc1ccc(CCNC(=O)C(=O)Nc2ccc(F)c(Cl)c2)cc1	i
0.08	60	O=C(NCc1ccccc1Cl)C(=O)NCC1CCN(C(=O)c2ccccc2F)CC1	i
0.043	23	Cc1cc(C)c(NC(=O)CN2CCN(c3nccn3-c3ccccc3F)CC2)c(C)c1	i
0.036	48	CCN(CC)C(=O)CSc1nnc2c(=O)n(Cc3ccc(F)cc3)ccn12	i
0.069	39	COc1cccc(OC)c1C(=O)Nc1sc2c(c1-c1nc3ccccc3s1)CCN(C(C)=O)C2	i
0.034	60	Cc1ccc(-n2nnc3c(N4CCN(C(=O)C(C)Oc5ccccc5)CC4)ncnc32)cc1 (stereo not drawn)	i
0.15	56	Cc1cc(C)n(CCN2CCCN(C(=O)Nc3ccccc3)CC2)n1	i
0.041	55	CN(C)C(CNC(=O)C(=O)NCc1ccccc1Cl)c1cccn1C (stereo not drawn)	i
0.054	62	CSc1ccccc1C(=O)Nc1ccc2c(c1)CN(C(=O)c1ccco1)CC2	i
0.1	53	Cc1cccc(NC(=O)CN2C(=O)c3ccccc3S2(=O)=O)c1	i
0.28*	32*	COc1ccc(OCC(O)Cn2c(N3CCN(C)CC3)nc3c2c(=O)n(C)c(=O)n3C)cc1 (stereo not drawn)	+
0.1	48	COc1ccc(OCC(O)Cn2c(C3CC(=O)N(c4ccccc4)C3)nc3ccccc32)cc1 (stereo not drawn)	i
0.082	69	COC(=O)c1sccc1NC(=O)CN1CCCN(Cc2ccccc2)S1(=O)=O	i
0.058	68	Brc1ccc(-c2ccc(SCc3ccncc3)nn2)cc1	i
0.083	65	COc1ccc(-c2ccc(=O)n(CCCNC(=O)c3c(F)cccc3Cl)n2)cc1	i
0.082	58	Cc1cc(NC(=O)c2ccc(S(=O)(=O)C(C)C)cc2)on1	i
0.038	47	COc1ccc(C(CNC(=O)c2cccc(OC)c2)N2CCOCC2)cc1 (stereo not drawn)	i
0.074	54	O=C(NNC(=O)c1cccn(Cc2ccc(F)cc2)c1=O)c1ccc([N+](=O)[O-])o1	i
0.13	55	Cc1ccc(NC(=O)c2ccc(N3CCCCS3(=O)=O)cc2)cc1F	i
0.075	25	CCC1(C)Cc2ccccc2-c2c1c(=O)n(Cc1ccccc1)c1nnnn21 (stereo not drawn)	i
0.11	54	O=C(/C=C/c1cccs1)N1CCC(c2nnc(-c3ccc(F)cc3)o2)CC1	i
0.13	69	CCC(C)NC(=O)CSc1nc(-c2ccccc2)[nH]c1S(=O)(=O)c1ccc(C)cc1 (stereo not drawn)	i
0.14	52	O=C(NCCc1csc2nc(-c3cccc(F)c3)nn12)c1cnccn1	i
0.1	54	Cc1cn2c3c(=O)[nH]c(=O)n(C)c3nc2n1C(CCC(N)=O)C(=O)O (stereo not drawn)	i
0.09	63	O=C(CCSc1ccccc1)NCCC(O)c1cccs1 (stereo not drawn)	i
0.086	56	Cc1cc(NC(=O)C(C)Sc2nnnn2-c2ccccc2C)no1 (stereo not drawn)	i
0.062	49	O=C(NCC1CCN(S(=O)(=O)C2CC2)CC1)c1cc(=O)c2ccccc2o1	i
0.052	61	CCSc1ccccc1C(=O)Nc1ccc2c(c1)CCCN2S(=O)(=O)CC	i
0.13	60	NC(=O)CCc1csc(NC(=O)c2ccco2)n1	i
0.077	41	CCc1nnc(-c2ccc(NC(=O)C3CCCC3)cc2)o1	i
0.069	37	COc1ccccc1NC(=O)NC1(c2nc(-c3cccnc3)no2)CCCCC1	i
0.06&0.044	49&109	CCOc1ccccc1-n1nnnc1SCC(=O)NC(C)C	i
0.099	54	CCN(CC)C(=O)Cn1cnc2c(cnn2-c2ccc(C)cc2C)c1=O	i
0.066	65	CC1CN(C2CCCCC2)c2nc3c(c(=O)n(CC(N)=O)c(=O)n3C)n2C1 (stereo not drawn)	i
0.16*	56*	COc1ccc(OC)c2sc(N(CCN(C)C)C(=O)c3cc(C)nn3C)nc12	+
0.19	52	Cc1nc(C(=O)NCc2n[nH]c(=O)c3ccccc23)cs1	i
0.047	41	CC(C)S(=O)(=O)c1cccc(C(=O)Nc2ccc(O)c(-c3nc4ccccc4s3)c2)c1	i
0.067	61	O=C1CN(CCCc2ccccc2)C2CS(=O)(=O)CC2N1c1ccccc1 (stereo not drawn)	i
0.089	57	CSc1ncccc1C(=O)N1CCC(CNC(=O)c2cc(C)oc2C)CC1	i
0.094	65	O=C(c1ccccc1)c1ccc(OCC(O)CN2CCOCC2)cc1 (stereo not drawn)	i
0.23*	73*	O=C(Nc1ccc2cn[nH]c2c1)c1ccc(=O)[nH]n1	+
0.15	31	Cc1nc(NC(=O)Cc2csc(Nc3ccc(Cl)cn3)n2)sc1C(=O)N(C)C	i
0.18	48	OCCOCCNc1cc(-c2ccccc2)nc2c(-c3ccccc3)cnn12	i
0.034	48	COc1ccc(/C=C/C(=O)Nc2ccccc2C(C)C)cc1OC	i
0.12	48	Cc1ccc(NC(=O)Cn2cccc(-c3nc(-c4ccc(Br)cc4)no3)c2=O)cc1C	i
0.11	49	Cc1ccc(OCc2ccc(C(=O)Nc3cccc([N+](=O)[O-])c3)o2)cc1	i

Quoted from the listing.
Value of Cc1ccc(OCc2ccc(C(=O)Nc3cccc([N+](=O)[O-])c3)o2)cc1 under GluA2 TARP mod agonism max-min: 0.11
Value of CCOc1ccccc1-n1nnnc1SCC(=O)NC(C)C under GluA2 TARP mod agonism max-min: 0.06&0.044
Value of Cc1cc(NC(=O)C(C)Sc2nnnn2-c2ccccc2C)no1 (stereo not drawn) under GluA2 TARP mod glutamate slope: 56

Filtered by structure: those above containing bromine
GluA2 TARP mod agonism max-min	GluA2 TARP mod glutamate slope	structure	GluA2 TARP mod
0.064	58	CC(=O)Cn1c(=O)c2c(nc3n2CCCN3c2ccc(Br)cc2)n(C)c1=O	i
0.058	68	Brc1ccc(-c2ccc(SCc3ccncc3)nn2)cc1	i
0.12	48	Cc1ccc(NC(=O)Cn2cccc(-c3nc(-c4ccc(Br)cc4)no3)c2=O)cc1C	i

(next part)
GluA2 TARP mod agonism max-min	GluA2 TARP mod glutamate slope	structure	GluA2 TARP mod
0.1	56	CS(=O)(=O)c1ccc(NC(=S)N2CCN(c3ccc(F)cc3)CC2)cc1	i
0.11	63	Cc1cc(N2CCN(c3ccccc3)CC2)nc(-n2cc([N+](=O)[O-])cn2)n1	i
0.048	61	CCCCN1CC(c2nc3ccccc3n2CCOc2ccc(OC)cc2)CC1=O (stereo not drawn)	i
0.072	53	Cc1cc(C)cc(NC(=O)C(=O)NN2CCN(C)CC2)c1	i
0.17	53	COc1coc(C(=O)NCc2ccc3c(c2)OCO3)cc1=O	i
0.15	62	CCOC(=O)c1sc(NC(=O)C2CCCN2S(C)(=O)=O)nc1-c1ccccc1 (stereo not drawn)	i
0.03	50	CCN(C1CCCCC1)S(=O)(=O)c1ccc(OC)c(OC)c1	i
0.16	59	COCCCn1c(N)c(S(=O)(=O)c2ccc(C)cc2)c2nc3ccccc3nc21	i
0.11	53	Cc1cc(N2CCCCC2)nc(NCCNS(=O)(=O)Cc2ccccc2)n1	i
0.098	71	O=C(NCCn1ncc2c(N3CCCCC3)ncnc21)c1ccc(S(=O)(=O)N2CCCC2)cc1	i
0.11	66	COc1cc(OC)cc(C(=O)N2CCc3cc(S(=O)(=O)NC4CCCC4)ccc32)c1	i
0.11	40	CCc1nnc2ccc(N3CCN(C(=O)Nc4ccc(F)c(F)c4)CC3)nn12	i
0.11	47	O=C(CS(=O)(=O)Cc1ccccc1)Nc1ccc(F)cc1F	i
0.14*	36*	COc1ccc(C(=O)Nc2nnc(-c3cc4cccc(OC)c4o3)o2)cc1OC	+
0.085	63	COc1cc(NC(=O)Nc2ccc(CN3CCN(C)CC3)cc2)cc(OC)c1OC	i
0.086	54	CCOC(=O)CNC(=O)c1c(C(F)(F)F)nn(C(C)C)c1C	i
0.085	50	Cc1cccc(C)c1OC(=O)c1ccc([N+](=O)[O-])cc1Cl	i
0.079	53	CCC1CCCCN1S(=O)(=O)c1ccc2[nH]c(=O)cc(C(=O)NCCC3=CCCCC3)c2c1 (stereo not drawn)	i
0.032	55	CCCCOc1cccc(C(=O)Nc2ccc3ncsc3c2)c1	i
0.097	64	CCOc1ccc(OCC(=O)N2CCN(c3ncnc4c3nnn4-c3ccc(Cl)cc3)CC2)cc1	i
0.13	60	O=C(c1ccccc1)N1CCCc2cc(NS(=O)(=O)c3cccc(Cl)c3)ccc21	i
0.11	60	O=C(NCCCn1nc(-c2cccs2)ccc1=O)Nc1ccc2c(c1)OCO2	i
0.053	43	COc1ccc(S(=O)(=O)CCCC(=O)Nc2nc3c(s2)C(=O)CC(C)(C)C3)cc1	i
0.092	38	O=C(NCCCO)C(=O)NC1CC1	i
0.099	48	CCCNC(=O)CSc1ccc(NC(=O)C2CC2)nn1	i
0.091	40	Cc1ccc2nc(N(CCN3CCOCC3)C(=O)c3ccnn3C)sc2c1	i
0.1	56	COc1cccc(C(CNC(=O)Nc2cccc(Cl)c2)N2CCOCC2)c1 (stereo not drawn)	i
0.054	43	NC(=O)c1ccc(NC(=O)CCCn2nc(-c3ccc(Cl)cc3)ccc2=O)cc1	i
0.11	59	CC1=C(C(=O)OC2CCCCCC2)C(c2ccc(Cl)c(Cl)c2)NC(=O)N1 (stereo not drawn)	i
0.077	78	COc1ccc(SCC(=O)N2CCN(c3nc4ccc(C)cc4s3)CC2)cc1	i
0.038	38	COc1cccc(-n2nnc3c(N4CCN(C(=O)/C=C\c5ccc6c(c5)OCO6)CC4)ncnc32)c1	i

Some of the compounds tested; the hit share may differ from the screen's.
